# Screens deposited in PubChem by National Center for Advancing Translational Sciences (NCATS).
# BAZ2B block – qHTS Assay for Inhibitors of BAZ2B; Bromodomain adjacent to zinc finger domain protein 2B (Homo sapiens), Q9UIF8; 360,000 compounds, 4.4% hits; AlphaScreen BAZ2B-H3K14Ac peptide displacement; Potency, µM (top dose mostly 114 µM), inactives show at the top dose activity change, negative = inhibition, most hits filed as inhibitors; AID 504333, 2011; also: potency is read from the fitted curve at half-maximal effect; % is scaled to controls: 0 for no effect and ±100 for the full control effect; nearly all actives have a fitted effect of over 60% in size
#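 AlphaScreen displacement of biotin-H3(5-23)K14Ac peptide (50 nM final) from BAZ2B (50 nM final) in PBS pH 7.4, 0.01% Tween-20; complex preformed 30 min RT, then compounds (top 110 uM) 30 min RT, beads 20 min dark.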
# ERG Ets-DNA blk – qHTS for Small Molecule Inhibitors of the ERG Ets/DNA interaction. Potency, µM (doses to about 76.9 µM), for the others: at the highest dose FP activity, negative = inhibition, usual class: inhibitors. fluorescence polarization, His-ERG Ets domain / labelled DNA. 370,000 compounds, 0.028% hits; active = well fitted inhibition curve with a large enough effect in the polarisation, with a control signal flat; inconclusive = small, poorly fitted or top-dose-only effect, or effect the other way, or a change in a side signal; inactive = no such curve, though single readings can be large or run the other way; the % refers to the polarisation;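 also: polarization taken with two DNA probes labelled with fluorescein and Texas red; potency is read from the fitted curve at half-maximal effect; % of control where 0% means no effect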
#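 His-tagged ERG Ets domain (1 uM in the protein solution; 300mM KCl, 50mM Tris-HCl, 1mM EDTA, 1mM DTT, pH 7.5) received compound, then a probe mix of 5 nM fluorescein-DNA and 100nM Texas-615-DNA. Fluorescence polarization was read for both dyes.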
# RGS4 inhibitor – Inhibitors of Regulator of G Protein Signaling (RGS) 4: qHTS; Transcreener GDP fluorescence polarization, RGS4-accelerated GTP hydrolysis; Regulator of G-protein signaling 4 (Homo sapiens), P49798; Potency, µM (series often up to 114 µM), without a hit: at the top dose activity change, negative = inhibition, most hits filed as inhibitors; 390,000 compounds, 0.039% hits; also: potency is read from the fitted curve at half-maximal effect; % is scaled to controls: 0 for no effect and ±100 for the full control effect; nearly all actives have a fitted effect of over 75% in size; some results filed as inactive show a strong effect at the top dose
#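 MLSMR compounds (23 nl, pin-transferred) preincubated 10 min at room temperature with a 500nM (2x) first reagent, then RGS4 at 900nM (2x) plus Transcreener GDP mix added; fluorescence polarization (620/688 nm) read before and after 90 min at 30 °C.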
# HP1b binding inh – HTS for Inhibitors of HP1-beta Chromodomain Interactions with Methylated Histone Tails. Chromobox protein homolog 1 (Homo sapiens), P83916. AlphaScreen HP1-beta / biotin-H3K9me3 peptide binding. Potency, µM (top dose mostly 114 µM), for inactives: top-dose activity change, negative = inhibition, usual class: inhibitors. 390,000 compounds, 0.56% hits. AID 540317, 2011; also: potency is read from the fitted curve at half-maximal effect; nearly all actives have a fitted effect of over 70% in size; inactives centre near 23
#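 HP1-beta protein (50 nM final) preincubated 30 min at room temperature with biotinylated H3(1-18)K9me3 peptide (50 nM) in PBS pH 7.4, 0.01% Tween-20, then compound added for 30 min. AlphaScreen streptavidin donor/nickel chelate acceptor beads (10 ug/mL final), 30 min dark, luminescence read.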
# ALOX12 inh – Primary qHTS assay for inhibitors of human arachidonate 12S-lipoxygenase (ALOX12): Round 2. 580,000 compounds, 1.1% hits. Polyunsaturated fatty acid lipoxygenase ALOX12 (Homo sapiens), P18054. Potency, µM (highest dose often 108 µM), for the others: at the highest dose activity change, negative = inhibition, actives largely listed as inhibitors. purified 12hLO, xylenol orange hydroperoxide absorbance; also: potency is read from the fitted curve at half-maximal effect; % is scaled to controls: 0 for no effect and ±100 for the full control effect
#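 Purified human 12hLO (150 nM final) in 25 mM Hepes, 0.01% Triton X-100, pH 7.0 was preincubated 15 min at room temperature with compound. Then 40 uM arachidonic acid was added, 30 min. Hydroperoxide was read by Fe-XO absorbance ratio 573/405 nm.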
# PI4K2A inh – qHTS for small molecular inhibitors of PI4K2A; purified PI4K2A, ADP-Glo luminescence, 1 h; stronger effect = lower value; activity change, negative = inhibition, % at 76.9 µM; 420,000 compounds, 0.13% hits; AID 1346378, 2018; in the data active = activity change below about -50%; inconclusive = mostly about -30% to -49%;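 also: -100% = wells without enzyme as full effect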
#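 ADP-Glo luminescence measured ADP generated by PI4K2A enzyme (4 ug/mL before mixing) with 1.2 mM PI substrate (pre-mix) and 300 microM ATP (pre-mix). Tris pH7.5 buffer with MgCl2, Triton X-100; 1 h reaction at ambient temperature.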
# G9a block – qHTS Assay for Inhibitors of Histone Lysine Methyltransferase G9a; G9a H3K9 monomethylation, AlphaScreen, 2 h; Potency, µM (highest dose often 102 µM), inactives show at the top dose activity, negative = inhibition, usual class: inhibitors; Histone-lysine N-methyltransferase EHMT2 (Homo sapiens), Q96KQ7; 350,000 compounds, 8.8% hits; AID 504332, 2011; also: potency is read from the fitted curve at half-maximal effect; % is scaled to controls: 0 for no effect and ±100 for the full control effect; nearly all actives have a fitted effect of over 75% in size
#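 G9a (20 nM) preincubated 15 min RT with compounds, then 500 nM biotinylated H3K9 peptide and 20 uM SAM added; 2 h RT reaction. Monomethyl-H3K9 product detected by AlphaScreen with anti-H3K9me1 antibody, streptavidin donor and anti-rabbit IgG acceptor beads.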
# JMJD2A Tudor – qHTS Assay for Inhibitors of JMJD2A-Tudor Domain; 390,000 compounds, 4.4% hits; AlphaScreen JMJD2A-Tudor / H3K4me3 peptide binding; AID 504339, 2011; Lysine-specific demethylase 4A (Homo sapiens), O75164; Potency, µM (doses to about 114 µM), without a hit: at the highest dose activity change, negative = inhibition, hits mostly inhibitors; also: potency is read from the fitted curve at half-maximal effect; % is scaled to controls: 0 for no effect and ±100 for the full control effect; nearly all actives have a fitted effect of over 50% in size
# Target sequence (O75164 whole entry, looked up, the tested form may be a part): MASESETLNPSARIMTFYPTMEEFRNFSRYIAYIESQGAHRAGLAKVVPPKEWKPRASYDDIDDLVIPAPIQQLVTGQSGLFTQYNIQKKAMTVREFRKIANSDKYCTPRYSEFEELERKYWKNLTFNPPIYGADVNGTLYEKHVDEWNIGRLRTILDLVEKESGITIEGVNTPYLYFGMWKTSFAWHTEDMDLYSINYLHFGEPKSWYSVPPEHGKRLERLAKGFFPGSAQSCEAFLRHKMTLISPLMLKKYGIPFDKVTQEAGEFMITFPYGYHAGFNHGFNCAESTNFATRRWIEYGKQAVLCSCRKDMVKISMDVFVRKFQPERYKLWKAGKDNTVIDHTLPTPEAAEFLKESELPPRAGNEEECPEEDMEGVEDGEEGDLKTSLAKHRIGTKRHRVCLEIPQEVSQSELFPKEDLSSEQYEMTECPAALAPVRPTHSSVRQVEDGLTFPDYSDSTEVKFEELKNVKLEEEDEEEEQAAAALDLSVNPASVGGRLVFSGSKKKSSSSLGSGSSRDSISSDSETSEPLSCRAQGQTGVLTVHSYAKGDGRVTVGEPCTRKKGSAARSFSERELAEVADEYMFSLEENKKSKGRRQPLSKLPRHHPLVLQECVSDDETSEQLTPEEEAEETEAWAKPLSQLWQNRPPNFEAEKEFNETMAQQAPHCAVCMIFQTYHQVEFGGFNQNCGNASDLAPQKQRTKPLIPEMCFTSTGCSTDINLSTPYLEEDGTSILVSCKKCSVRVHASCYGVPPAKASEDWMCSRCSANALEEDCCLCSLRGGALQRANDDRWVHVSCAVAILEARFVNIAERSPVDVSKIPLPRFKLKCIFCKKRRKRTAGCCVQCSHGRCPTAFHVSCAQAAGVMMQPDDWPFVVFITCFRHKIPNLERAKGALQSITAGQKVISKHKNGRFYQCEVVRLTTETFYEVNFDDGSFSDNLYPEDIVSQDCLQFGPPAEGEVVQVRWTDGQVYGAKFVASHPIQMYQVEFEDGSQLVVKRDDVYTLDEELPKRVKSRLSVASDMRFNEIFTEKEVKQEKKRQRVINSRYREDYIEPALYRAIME
# GLS inh – qHTS for Inhibitors of Glutaminase (GLS); 410,000 compounds, 0.21% hits; AID 624170, 2012; Glutaminase kidney isoform, mitochondrial (Homo sapiens), O94925; Potency, µM (doses to about 45.5 µM), for inactives: at the top dose activity change, negative = inhibition, actives largely listed as inhibitors; GLS enzymatic activity, qHTS titration; also: potency is read from the fitted curve at half-maximal effect; % is scaled to controls: 0 for no effect and ±100 for the full control effect
#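 hKGA; 45 mM KH2PO4 pH 8.2 + 0.02% Tween-20; cpd via pin tool; 1 mM Gln soln; GluOx/HRP/Amplex Red; RT 30 min; fluor. t0 & final.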
# * marks the source's active call; other numbers are inactive results; ? = inconclusive; . = not tested or not shown; & = joins results of further samples; [ ] = remark or other dose. Unless noted, calls follow the shape of the dose curve; as a rule, active = well fitted curve in the direction sought with a large enough effect; inconclusive = small, poorly fitted or top-dose-only effect, or another doubt; inactive = no such curve, though single readings can be large; an effect the other way counts as inactive or inconclusive. These rows are one share of the data; count on the stated rates, not on these rows.
canonical_smiles	BAZ2B block	ERG Ets-DNA blk	RGS4 inhibitor	HP1b binding inh	ALOX12 inh	PI4K2A inh	G9a block	JMJD2A Tudor	GLS inh
Cc1sc2ncn(CC(=O)NCCCC(=O)N3CCCCC3)c(=O)c2c1C	1%	3%	27%	-18%	-14%	5	-9%[59 µM]	-17%	3%
C=CC[C@@H](CC(=O)N[C@H](CO)Cc1ccccc1)C(=O)N[C@H](C)COC(=O)[C@@H](CC=C)CC(=O)OC(C)(C)C	.	-5%	-17%	38%	-9%	7	.	-9%	2%
CC(Sc1ccccn1)C(=O)NC1CCCC1 (stereo unspecified)	-2%	4%	-13%	40%[activator]	4%	5	-3%[2.33 µM]	0%	-27%
COc1cccc(C(=O)NC(C)C(c2cccs2)N2CCOCC2)c1 (stereo unspecified)	-6%	-1%	-3%	24%	9%	-6	4%[59 µM]	-13%	5%
COc1ccc(C(=O)NC2CCN(C(=O)NCc3ccccc3)CC2)cc1	0%	-1%	-9%	21%	0%	-1	-10%	2%	2%
CCC1(CC)C(=O)C2=C3C1[C@H](C(=O)OC)C=C(C(=O)OC)C[C@H]3[C@H]1C(=O)N(Cc3ccccc3)C(=O)[C@H]1[C@H]2C (stereo partly specified)	.	8%	4%&0%	22%&28%	?	5	.	?	5%
COc1ccc(Cl)cc1S(=O)(=O)NCc1cccs1	6%	-2%	-26%	27%	4%	0	-4%[12.7 µM]	10%	-6%
COc1ccc(/C=N/NS(=O)(=O)c2ccccc2)cc1OC	1%	1%	?	19%	86%[activator]	3	16%	-22%	4%
CCc1c(C)sc(NC(=O)c2cc(C)on2)c1C#N	2%	1%	7%	5%	-26%	-5	.	-9%	31%[activator]
O=C(Nc1ccc(F)c(Cl)c1)N1CCCCCC1	-4%	0%	11%	39%	350%[activator]	2	21%	-10%	12%
CCOC(=O)c1nnn(CC(=O)Nc2cccc(OC)c2)c1C(=O)OCC	6%	-3%	-2%	25%	197%[activator][57.4 µM]	6	9%[2.33 µM]	15%	-9%
CC1=C(C(=O)N2CCCCC2)C2(CCC(C)CC2)OC1=O (stereo unspecified)	35%[activator]	-2%	-7%	36%	14%[57.4 µM]	-1	14%	-15%	1%
COc1cc(OC)c(OC)cc1/C=N/Nc1ncnc2c1[nH]c1ccccc12	-1%	-1%	16%	34%	-13%	3	7%[59 µM]	-15%	0%
CC(=O)Nc1ccc(NS(=O)(=O)c2c(Cl)cccc2Cl)cc1	-15%	-7%	7%[11.4 µM]	16%	4%	-2	?	-15%[11.4 µM]	52%[activator]
Cc1nn(-c2ccccn2)c2c1C(=O)CC(C)(C)C2N=[N+]=[N-] (stereo unspecified)	.	-1%	11%	19%	-33%	1	.	-3%	2%
C#CCOCCOCCOCCNc1nc(N2CCOCC2)nc(N2CCN(C(=O)[C@H]([C@@H](C)CC)n3cc([C@@H](N)CO)nn3)CC2)n1	-27%	-4%	-13%	?	0%	4	?	-26%	0%
Cc1ccc(Cn2c(=O)n(-c3ccc(C)cc3)c(=O)c3c2c2cc(C)ccc2n3C)cc1	2%	3%	2%	-14%	-1%	5	-6%[59 µM]	-17%	0%
CCNC(=O)OCc1cn(-c2ccccc2)nn1	-1%	-13%	15%	31%[activator]	-3%	-1	2%	-7%	6%
CCc1ccccc1NC(=O)Cn1ccn(Cc2ccccc2)c(=O)c1=O	-23%	-1%	16%	-17%	-23%	-1	-28%[59 µM]	-33%	-16%
Cc1cc(C)nc(/N=C(/NC(=O)c2ccccc2)Nc2ccccc2)n1	14%	4%	33%	29%	65%[activator]	-9	26%[12.7 µM]	-9%	6%
Cc1ccc2[nH]c(C)c(CCNC(=O)c3cc4cc(Br)ccc4oc3=O)c2c1	?	-1%	-3%	-4%	-23%	-2	-5%[59 µM]	-34%	3%
Cc1ccc(NC(=O)CC(=O)NCCN2CCOCC2)cc1	-3%	.	-17%	25%	9%	0	12%[59 µM]	-16%	19%
Cc1c2cnn(CC(=O)Nc3ccc(F)cc3F)c(=O)c2c(C)n1Cc1cccc(Cl)c1	-5%	1%	11%	30%	4%	-1	-26%[59 µM]	-18%	0%
CCOC(=O)N1CCN(C(=O)Nc2cccc3ccccc23)CC1	6%	9%	14%	-3%	0%	1	-1%[0.501 µM]	-12%	6%
Cc1cc(C)c2c(n1)SCC(=O)N2CC(=O)Nc1cccc(Cl)c1	6%	11%	0%	32%	2%	1	-6%	-2%	-5%
CC1=CC(c2ccc(Cl)cc2)n2nc(NS(=O)(=O)c3ccc(C)cc3)nc2N1 (stereo unspecified)	-11%	4%	-16%	28%	?	1	32µM*	-24%	-28%
CCN(CC)S(=O)(=O)c1ccc(N2CCCC2)c(C(=O)OCC(=O)/C(C#N)=C(\C)N)c1	-11%	3%	-11%	18%	?	0	-11%[12.7 µM]	-25%	1%
CC1CCCCN1S(=O)(=O)c1ccc(C(=O)Nc2sc3c(c2C(N)=O)CC(C)(C)NC3(C)C)cc1 (stereo unspecified)	-1%	-14%	13%	26%	-10%	-4	-24%[59 µM]	-22%	5%
CC1=CC[C@@]23CCCN2C(=O)CCC[C@H]3C1	.	2%	14%	45%[activator]	7%	2	23%[135 µM]	-4%	1%
Cc1ccc(CNC(=O)CCn2nc(-c3ccc(Cl)cc3)ccc2=O)cc1	-7%	4%	7%	30%	8%	1	2%[59 µM]	-6%	-1%
Cc1ccc(C)c(Cn2c(C(C)O)nc3ccccc32)c1 (stereo unspecified)	15%	2%	7%	15%	58%[activator]	7	-9%[59 µM]	-10%	16%
CCC(=O)Nc1ccc(C(=O)NNC(=O)COc2cc(C)ccc2C)cc1	23%	-5%	16%	24%	-23%	-1	11%[59 µM]	-12%	3%
O=S(=O)(CCN1CCOCC1)c1ccc(Cl)cc1	.	2%	10%	3%	0%	1	.	-4%	5%
O=C(OCCN1CCOCC1)C(c1ccccc1)c1ccccc1	8%	.	-5%	0%	?	-2	1%	?	24%
O=C(CSc1ncnc2c1oc1ccccc12)Nc1cccc(F)c1	19%	-4%	43%	9%	0%	2	?	-6%	-12%
CCOC(=O)c1cc(C)sc1NC(=O)CCC(=O)O	4%	14%	21%	19%	-23%	0	2%	-1%	6%
Cc1ccc(-n2[nH]c(C)c(C=Nc3ccc4[nH]c(=O)[nH]c4c3)c2=O)cc1	-38%	.	9%	4%	-19%	0	-40%[59 µM]	-20%	21%
COc1ccccc1NC(=O)CN(C)S(=O)(=O)c1ccc2c(c1)c(=O)n(C)c(=O)n2C	-4%	-1%	13%	12%	-24%	1	2%[59 µM]	-17%	-2%
COc1ccc(C2C(C(=O)NC(C)C)c3ccccc3C(=O)N2C)cc1OC (stereo unspecified)	6%	1%	9%[11.4 µM]	36%	0%	0	-44%	-11%[57.1 µM]	-8%
O=C(COC(=O)COc1ccc(Cl)cc1Cl)NC1CCCC1	-2%	8%	-23%	48%[activator]	-1%	2	-43%	-5%	-2%
CC1Oc2ccccc2OC1(O)c1ccccn1 (stereo unspecified)	-24%	.	-15%	41%[activator]	-6%	6	20µM*	50µM*	-1%
CCOc1cc(C(=O)NCCOC)cc(OCC)c1OCC	5%	1%	-7%	27%	0%	-4	-2%	4%	8%
CCOC(=O)C1=C(C)NC(=O)NC1c1cccc(O)c1 (stereo unspecified)	7%	6%	-2%	20%	31%[activator]	-4	-3%[59 µM]	-1%	23%
O=C(CNC(=O)Cc1ccccc1)NCC(=O)OCc1ccc(C(=O)c2ccccc2)cc1	-12%	3%	-29%	-3%	0%	-2	11%[2.33 µM]	?	1%
COc1ccccc1NC(=S)N1CCNC(=O)C1CC(=O)Nc1cccc(C)c1 (stereo unspecified)	-3%	1%	-17%[56.9 µM]	47%[activator]	-11%	-4	-12%[59 µM]	-16%	19%
COc1ccc(O)c(C(=O)c2cc(C#N)c(=O)n(-c3ccc(Cl)cc3)c2)c1	?	14%	-8%	4%	-12%	-20	?	?	11%

# 3 compounds from above, sorted by molar mass, ascending:
canonical_smiles	BAZ2B block	ERG Ets-DNA blk	RGS4 inhibitor	HP1b binding inh	ALOX12 inh	PI4K2A inh	G9a block	JMJD2A Tudor	GLS inh
CC1Oc2ccccc2OC1(O)c1ccccn1 (stereo unspecified)	-24%	.	-15%	41%[activator]	-6%	6	20µM*	50µM*	-1%
CCOC(=O)c1cc(C)sc1NC(=O)CCC(=O)O	4%	14%	21%	19%	-23%	0	2%	-1%	6%
COc1ccc(O)c(C(=O)c2cc(C#N)c(=O)n(-c3ccc(Cl)cc3)c2)c1	?	14%	-8%	4%	-12%	-20	?	?	11%
